# From PubChem
# EWS-Fli inh – inhibitors of EWS/Fli oncoprotein transcriptional activity; 350,000 tested, 0.67% active; inhibition, % at 12.6 µM; A673 NR0B1-luciferase reporter, viability-normalised;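 active = mean inhibition of at least 50% after viability correction, with every replicate also passing that limit; inconclusive = mean reaches 50% but only one of two replicates passes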;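 also: firefly luciferase signal divided by Alamar Blue viability fluorescence both relative to DMSO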
# FN deposit inh – fibronectin deposition inhibition | 350,000 tested, 0.086% active | AH1F fibroblasts, Alexa488-fibronectin deposition fluorescence, overnight | inhibition, % at 12.6 µM | AID 743247;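 active = mean inhibition across replicates of 30% or more, regardless of how many single replicates reach that level; inconclusive = mean under 30% yet at least half of replicates reach 30%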;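 also: positive control wells lacked labelled fibronectin entirely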
#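 Assay system: AH1F fibroblast monolayer, labelled fibronectin deposition. Amount: 10000 cells per well. Also added: labelled fibronectin 24 nM. Compound: single-point pinned compound. Incubation: cell attachment 1 h, compound and FN exposure overnight. Detection: fluorescence after three HBSS washes, excitation 485 nm, emission 525 nm. Read-out: inhibition of fibronectin deposition signal.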
# ERAP1 inh – inhibitors of human ERAP1 aminopeptidase | Q9NZ08 | recombinant ERAP1, Leu-AMC fluorescence, 60 min | inhibition, % at 10.7 µM | 340,000 tested, 0.15% active | AID 652197;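 active = mean replicate inhibition of at least 30%, or all replicates individually reaching that 30% level; inactive = mean below 30% and not every replicate reaching it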;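 also: 0% = neutral control wells and 100% = L-leucinethiol positive control wells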
# Target sequence (Q9NZ08 whole entry, looked up): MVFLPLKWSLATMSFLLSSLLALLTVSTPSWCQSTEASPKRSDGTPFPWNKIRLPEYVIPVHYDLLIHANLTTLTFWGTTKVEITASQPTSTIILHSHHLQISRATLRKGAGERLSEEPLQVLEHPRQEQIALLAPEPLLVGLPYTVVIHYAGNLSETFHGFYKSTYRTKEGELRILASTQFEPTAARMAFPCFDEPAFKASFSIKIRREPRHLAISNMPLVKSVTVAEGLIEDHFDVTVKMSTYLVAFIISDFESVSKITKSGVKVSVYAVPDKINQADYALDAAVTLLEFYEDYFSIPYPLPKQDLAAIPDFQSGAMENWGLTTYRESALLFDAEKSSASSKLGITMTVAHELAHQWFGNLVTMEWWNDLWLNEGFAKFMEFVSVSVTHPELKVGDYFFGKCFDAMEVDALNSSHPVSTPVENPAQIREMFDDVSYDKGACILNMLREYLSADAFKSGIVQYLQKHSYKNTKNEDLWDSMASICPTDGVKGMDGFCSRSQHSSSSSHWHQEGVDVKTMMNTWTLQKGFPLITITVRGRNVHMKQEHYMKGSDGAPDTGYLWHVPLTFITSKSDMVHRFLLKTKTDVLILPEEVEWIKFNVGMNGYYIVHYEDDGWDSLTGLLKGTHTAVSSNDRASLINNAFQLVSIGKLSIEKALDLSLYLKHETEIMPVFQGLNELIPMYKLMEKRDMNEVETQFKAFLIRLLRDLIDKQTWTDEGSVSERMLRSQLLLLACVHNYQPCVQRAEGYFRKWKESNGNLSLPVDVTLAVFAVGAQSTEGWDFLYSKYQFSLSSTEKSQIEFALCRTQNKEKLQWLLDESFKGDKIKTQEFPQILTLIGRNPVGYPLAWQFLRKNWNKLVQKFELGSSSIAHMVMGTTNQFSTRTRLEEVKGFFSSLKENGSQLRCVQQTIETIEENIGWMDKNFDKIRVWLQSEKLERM
# S100A4 inh HTS – S100A4-myosin IIA interaction inhibition; S100A4/TAMRA-MyoIIA peptide fluorescence polarization; inhibition, % at 10.7 µM; 360,000 tested, 0.14% active; AID 652163;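 active = mean inhibition of at least 70% across replicates, with every replicate also reaching that level; inconclusive = mean inhibition reaches 70% but some replicates fall short; inactive = mean inhibition below 70%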
# Target sequence (P26447 whole entry, looked up): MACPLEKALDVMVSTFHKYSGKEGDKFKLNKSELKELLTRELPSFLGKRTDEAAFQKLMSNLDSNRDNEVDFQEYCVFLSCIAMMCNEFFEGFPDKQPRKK
#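 Material: human S100A4 monomer with TAMRA-labelled myosin IIA peptide; buffer or medium: HEPES pH 7.2 with CaCl2, KCl, NaCl, DTT, Triton; compound dosing: one concentration per compound; schedule: 5 min incubation before reading; benchmarks: neutral control DMSO, positive control TFP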
# LGR2 inh – blocks bursicon-induced cAMP signaling via Drosophila LGR2 | inhibition, % at 9.99 µM | 380,000 tested, 0.35% active | HEK293 LGR2, CRE-luciferase, bursicon-stimulated, 4 h;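 active = drop in luminescence signal, shown as inhibition above about 50% in the replicate tests, limit read from the data, passing the limit was not always enough; inconclusive = probably only some replicates passing the limit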;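 also: agonist challenge used bursicon conditioned medium at about half maximal strength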
# PGC1a acetyl inh – modulators of PGC1a acetylation. AID 651687. inhibition, % at 15.6 µM. U2OS PGC1a acetylation, AlphaScreen anti-acetyl-lysine; with virally co-expressed GCN5 acetyltransferase. 350,000 tested, 0.17% active;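 active = every replicate shows inhibition of at least 40%; inconclusive = mean inhibition at least 40% but some replicate below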;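 also: 0% = neutral control wells and 100% = positive control wells; some results beyond the cut were filed as inactive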
# PAX8 inh HTS – inhibitors of PAX8 transcriptional activity in RMG-I cells | inhibition, % at 12.6 µM | AID 652154 | RMG-I TPO-luciferase reporter, SteadyGlo, 24 h | 360,000 tested, 1.2% active;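 active = mean replicate inhibition at least 60% with every replicate also reaching 60%; inconclusive = only one of the two criteria is met; inactive = mean below 60% and not all replicates reaching 60%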;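 also: luciferase light reporting Pax8 driven TPO promoter activity; plate controls were median of neutral control wells for no effect and mitoxantrone controls for full effect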
# PglD inh – PglD (C. jejuni) enzyme inhibition. purified PglD enzyme, DTNB colorimetric CoA detection. inhibition, % at 12.5 µM. 360,000 tested, 0.098% active. AID 602405; in the data active = inhibition above about 16%, passing the limit was not always enough; inconclusive = no clear call, values can overlap the other calls; also: strong numbers were not always called active
# An asterisk follows results filed as active; ? = inconclusive; nt = not tested or not shown; & = joins results of further samples.
SMILES,EWS-Fli inh,FN deposit inh,ERAP1 inh,S100A4 inh HTS,LGR2 inh,PGC1a acetyl inh,PAX8 inh HTS,PglD inh
C[C@H]1CN([C@@H](C)CO)C(=O)c2cc(Br)cnc2O[C@H]1CN(C)C(=O)Nc1ccc(F)cc1,0.2,-3.8,-0.5,-45.4,7.0,0.1,4.1,1.1
O=c1[nH]c(=S)[nH]c2c1C(c1ccc(F)cc1)OC(CCc1ccccc1)C2 (stereo unspecified),2.0,-4.0,nt,7.8,10.0,nt,-0.9,nt
CCN(CC(=O)Nc1cc(Cl)ccc1C)C(=O)COc1cccc2c1OC(C)(C)C2,nt,-1.5,-0.3,-1.4,2.6,nt,6.7,4.3
O=C(CCNC(=O)c1ccc(Br)cc1)NNC(=O)c1ccccc1O,12.3,10.2,-2.7,1.3,-16.4,nt,32.0,nt
CCCCN1CNC(=S)N(c2ccc(C(=O)OCC)cc2)C1,-1.0,1.3,3.6,2.0,-3.9,nt,42.1,nt
CCOc1ccc(S(=O)(=O)NCCC(=O)NCC(c2cccs2)N(C)C)cc1 (stereo unspecified),-16.6,nt,-1.4,2.7,-48.0,1.8,1.4,1.1
CC(c1ccccc1)C1CC(=O)N(c2ccc([N+](=O)[O-])cc2)C1=O (stereo unspecified),6.4,6.3,-0.8,4.0,10.4,?,15.8,2.0
Cc1ccc(NC(=O)CSc2nnc(-c3ccco3)c(-c3ccco3)n2)cc1,nt,-2.3,nt,nt,nt,-27.4,-7.7,-3.0
CCN(CC(=O)NCc1cccs1)c1ccc(S(=O)(=O)N2CCCC2)cn1,8.8,-13.1,-2.3,1.4,10.6,-0.3,15.3,3.6
CC(C)c1cn(CC[C@H]2CC[C@H](NC(=O)C3CCCCC3)[C@H](CO)O2)nn1,12.1,-2.2,-2.0,2.5,1.0,-7.0,nt,-1.6
CCS(=O)(=O)N1CCC(C(=O)Nc2ccc(C(C)=O)cc2)CC1,3.2,2.3,-4.3,0.3,1.5,8.6,-18.4,2.3
COc1ccc2c3c(n(C)c2c1)[C@@H](CO)N(C(=O)C1CCOCC1)CC31CCN(C(=O)C2CCOCC2)CC1,-6.7,-8.0,0.7,-2.8,-6.0,nt,0.0,nt
CCOC(=O)C1(CCOc2ccccc2)CCN(Cc2cc(OC)c(O)c(OC)c2)CC1,3.2,-2.1,-4.7,-16.7,-2.3,nt,9.2,0.7
Cc1cccc(NC(=O)Nc2ccc(Cl)c(Cl)c2)n1,1.6,-15.5,-4.6,3.4,-28.3,0.0,-95.8,-0.8
NC(=O)CC(NC(=O)Cc1cccc2ccccc12)c1ccc(N2CCN(c3ccc(F)cc3)CC2)c([N+](=O)[O-])c1 (stereo unspecified),-3.1,5.2,-1.9,-3.3,4.1,1.1,16.5,-0.2
CC(=O)N1CCN(c2ccc(N3CCN(Cc4ccccc4)[C@H](C)C3)c(C)c2)[C@H](C)C1,0.2,-3.0,3.9,-7.1,4.0,nt,4.6,nt
O=C(NCc1ccc2c(c1)OCO2)c1nc(Cn2ccc([N+](=O)[O-])n2)no1,7.9,8.8,-3.0,0.7,-11.6,nt,6.2,0.0
COCC(=O)Nc1ccc2c(c1)C(=O)N(C)C[C@H](OC)[C@H](C)CN(Cc1ccccn1)[C@@H](C)CO2,-3.0,1.0,-2.0,9.9,4.1,-10.1,nt,-2.7
O=C(NCCc1ccccc1)C(=Cc1ccc(C(=O)O)cc1)C(=O)NCCc1ccccc1,-7.7,nt,-6.2,-10.6,8.0,nt,37.8,-0.6
O=C1C(Oc2ccc(Cl)cc2)C(c2ccc3c(c2)OCO3)N1CC1CCCO1 (stereo unspecified),-1.4,11.4,-3.6,0.4,19.4,1.8,22.6,nt

# The last two entries of the part above lead into the next:
SMILES,EWS-Fli inh,FN deposit inh,ERAP1 inh,S100A4 inh HTS,LGR2 inh,PGC1a acetyl inh,PAX8 inh HTS,PglD inh
O=C(NCCc1ccccc1)C(=Cc1ccc(C(=O)O)cc1)C(=O)NCCc1ccccc1,-7.7,nt,-6.2,-10.6,8.0,nt,37.8,-0.6
O=C1C(Oc2ccc(Cl)cc2)C(c2ccc3c(c2)OCO3)N1CC1CCCO1 (stereo unspecified),-1.4,11.4,-3.6,0.4,19.4,1.8,22.6,nt
Cc1cc(NC(=O)COC(=O)c2cnccn2)ccc1Br,2.9,-2.1,1.2,0.0,-8.4,8.6,-1.7,-0.7
Cc1cc(N2CCN(C)CC2)nc2ccc(NC(=O)CCC(=O)NCc3ccco3)cc12,nt,-8.8,6.4,2.7,5.3,-1.0,-1.8,-1.2
Cc1ccsc1C(=O)OCC(=O)N(C)C1CCCCC1,-44.2,8.8,2.9,0.9,9.9,3.9,-128.2,5.3
CCCNC(=O)Nc1ccc2c(c1)C(=O)N(C)C[C@H](OC)[C@@H](C)CN(C(=O)c1ccccc1F)[C@@H](C)CO2,8.1,6.3,-1.7,1.4,12.3,5.9,nt,4.4
COCC#Cc1ccc2c(c1)O[C@@H](CN(C)C(=O)Nc1ccc(OC)cc1)[C@H](C)CN([C@@H](C)CO)S2(=O)=O,-8.2,3.0,0.4,-7.1,-10.4,-1.5,nt,-1.0
COc1ccccc1-n1c(N)cc(=O)nc1SCC(=O)Nc1cc(C)on1,-11.7,-0.5,6.5,2.3,30.1,5.8,5.6,nt
Cc1ccccc1C(=O)c1cccn1CC(=O)NC(C)c1ccccc1 (stereo unspecified),0.0,0.5,0.2,-0.8,-5.9,6.2,-3.2,1.0
CCC(=O)N[C@@H]1CC[C@H](CCn2cc(-c3cccc(OC)c3)nn2)O[C@@H]1CO,-10.8,nt,1.1,3.0,-2.0,1.6,-1.9,-3.3
COc1cccc(-c2ccc([C@@H]3[C@@H](CO)N4C(=O)CN(C(=O)C5CCOCC5)C[C@H]34)cc2)c1,6.6,nt,1.0,-3.5,7.0,-12.8,15.3,nt
Cc1ccc(S(=O)(=O)N(C)C[C@@H]2Oc3ccc(NC(=O)Cc4ccccc4)cc3C(=O)N([C@H](C)CO)C[C@@H]2C)cc1,-8.0,nt,0.0,10.9,-4.1,-9.5,-3.1,1.8
COc1ccc(CCNc2nc(-c3ccc(F)cc3)c(CC(=O)O)s2)cc1OC,3.1,-5.7,2.5,0.7,-8.3,nt,1.7,1.7
O=C(NCC(c1ccco1)N1CCc2ccccc21)C(=O)Nc1ccc(F)cc1F (stereo unspecified),57.6*,2.5,1.7,-5.6,12.9,nt,30.1,2.5
C=C1C[C@H](O[C@@H]2O[C@H](CO)[C@@H](O)[C@H](O)[C@H]2O)[C@@H]2[C@H](OC(=O)[C@H]2C)[C@H]2[C@H](C)[C@@H](O)C[C@@H]12,-3.9,17.4,nt,1.1,-4.5,nt,-17.0,-3.7
COc1ccc(NC(=S)NC(=O)c2cccnc2)cc1,-7.3,4.7,-1.8,-3.8,2.0,4.5,7.3,-2.8
COc1ccc(N(CC(=O)Nc2ccc(OC)c(OC)c2)S(=O)(=O)c2ccccc2)cc1Cl,4.5,3.3,1.4,-4.4,12.5,-19.2,6.8,2.0
O=C(Cc1ccccn1)NCC[C@H]1CC[C@@H](NS(=O)(=O)c2ccccc2)[C@H](CO)O1,2.8,nt,8.3,12.7,-3.4,-10.2,-12.2,2.1
CN(N)c1nc(C(F)(F)F)nc2ccccc12,7.0,nt,-2.0,-7.3,-9.3,9.9,-24.7,-6.3
CC1(C)CC(=O)C(C=Nc2ccc(N)cc2)=C(O)C1,11.4,-3.4,3.1,8.2,-16.3,1.6,22.3,nt
Cc1noc(C)c1S(=O)(=O)N(C)C[C@@H]1OCCCC[C@@H](C)Oc2ccc(NC(=O)NC3CCCCC3)cc2C(=O)N([C@@H](C)CO)C[C@H]1C,5.8,nt,1.3,-6.4,4.1,-7.1,2.3,0.5
COC(=O)C1=C(C)N(Cc2cccc(C(F)(F)F)c2)C(=NCC2CC2)NC1c1cccc(Cl)c1 (stereo unspecified),22.2,8.1,1.2,2.0,nt,nt,44.4,nt
O=C(NCc1csc(-c2cccs2)n1)c1ccccc1,-14.1,-8.2,nt,1.9,-19.8,nt,-12.1,nt
COc1ccc(CCN2CCC(Nc3nc4ccccc4n3Cc3ccc(F)cc3)CC2)cc1,33.0,-5.5,-3.1,0.9&-1.4,36.2,-5.1,73.7*,-5.8&1.1
Cc1c(CCOC(=O)C23CC4CC(CC(C)(C4)C2)C3)sc[n+]1CC(=O)c1ccccc1,8.2,3.2,6.8,-3.8,34.8,nt,26.7,-4.5
COc1ccccc1-c1ccc([C@@H]2[C@@H](CO)N(C(=O)C3CCOCC3)[C@H]2C#N)cc1,1.4,-0.9,0.7,-4.9,7.0,7.2,-9.0,2.8
CC(C)NC(=O)Nc1cccc2c1O[C@H](CN(C)S(=O)(=O)c1ccccc1)[C@H](C)CN([C@@H](C)CO)C2=O,4.5,-4.4,0.0,12.0,-17.8,-6.3,15.1,6.3
CCCn1nnnc1NCc1ccc(CC)cc1,5.4,-5.2,-0.5,3.3,2.9,-9.4,-33.3,-4.1
CC1CCN(C(=O)c2ccc(S(=O)(=O)NCc3ccco3)cc2)CC1,5.4,-4.4,-2.1,1.4,13.5,nt,0.5,-2.8
COc1ccc2c(OC)c3ccoc3nc2c1OC,-24.8,nt,nt,-0.5,-0.2,9.1,nt,-5.4
COCCCNc1nc2ccccc2[nH]c1=O,-2.2,nt,-1.5,1.4,9.7,nt,10.3,nt
Cc1cc(C)nc(SCCC(=O)N(C)C)n1,nt,-24.4,nt,nt,nt,-3.9,-0.6,1.3
CCOC(=O)c1nnn(CC(=O)N2N=C(c3ccc(Cl)cc3)CC2c2ccc(OC)cc2)c1C(=O)OCC (stereo unspecified),nt,6.3,nt,nt,nt,-16.3,18.8,3.0
COc1ccc(NC(=O)CN(C)C(=O)c2cccc3ccccc23)cc1,-8.4,-11.1,0.4,1.5,-1.3,4.0,-16.5,-0.5
CCOC(=O)c1cc(-c2csc(-c3cccc(Cl)c3)n2)on1,1.3,3.2,-5.5,-2.4,-10.1,nt,12.3,nt
COc1ccc(C2=Nn3c(nnc3-c3ccccc3Cl)SC2)cc1OCC1CC1,32.5,-6.6,nt,-20.1,15.3,6.4,55.5,-4.4
COc1cccc(C(=O)N(Cc2ccco2)Cc2cc3cccc(C)c3[nH]c2=O)c1,nt,10.0,nt,nt,nt,-5.5,34.8,-2.5
COc1ccc(-c2noc(CCC(=O)N3CCN(c4ccc(F)cc4)CC3)n2)cc1,3.9,3.6,0.3,-8.8,12.2,-5.8,-14.2,-1.6
CC(C)(C)C(=O)Nc1nc(NC(=O)C(C)(C)C)nc(-c2ccccc2Cl)n1,1.3,-5.5,1.3,-7.8,4.7,5.6,3.8,1.0
CC(NC(=O)COc1cccc(Br)c1)C(=O)O (stereo unspecified),3.3,nt,2.1,-0.5,-2.0,1.7,nt,nt
Cc1c(NC(=O)c2ccc(-c3ccc([N+](=O)[O-])cc3Cl)o2)c(=O)n(-c2ccccc2)n1C,12.5,-3.9,4.5,-2.3,-7.1,-12.7,-8.4,nt
CCc1cccc(CC)c1NC(=S)Nc1ccccc1,-1.4,-13.5,-1.1,-6.6,-11.3,4.7,-5.3,nt
Cc1ccc2c(c1)sc1nc(=O)n(-c3ccc(Cl)c(Cl)c3)c(=O)n12,nt,5.0,nt,nt,nt,10.9,27.8,-0.3
